Assay outcomes from PubChem.
Nrf2 ARE act – activates Nrf2 signaling | AREc32 ARE-luciferase reporter (MCF7-derived line), luminescence, 24 h | Potency, µM (titrated, usually from 46.1 µM), for inactives: top-dose activation, actives largely listed as activators | 410,000 tested, 0.31% active | AID 624171; further: potency means the concentration at half of the fitted maximal effect; % of control where 0% means no effect; nearly all actives have a fitted effect of over 65% in size
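ARE-driven firefly luciferase activity in AREc32 cells measured after a 24 hr compound exposure at 37 deg C, using Steady-Glo reagent and a 30 min room-temperature hold.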
IL1B secr inh – inhibitors of inflammasome signaling (IL-1 beta secretion); 360,000 tested, 4.7% active; THP-1 LPS/ATP IL-1B secretion, AlphaLISA, 16 h; hits give low values; activity change, % at 57.5 µM; in the data active means activity change below about -50%; inconclusive means mostly about -30% to -49%; further: on the % scale 0 is the no-effect control and ±100 the full control effect
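THP-1 cells pretreated 1 hr with compounds (up to 57.5 uM final), then stimulated with LPS (250 ng/mL final) plus ATP (1.25 mM final); secreted IL-1B measured by AlphaLISA after 16 hr, decreased signal indicating inhibition.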
ATXN2 expr inh – ATXN2 expression inhibition. HEK-293 ATXN2-luciferase reporter, luminescence, 24 h. Potency, µM (top dose mostly 57 µM), inactives show top-dose activity change, negative = inhibition, most hits filed as inhibitors. 360,000 tested, 0.72% active. AID 1745845; further: potency means the concentration at half of the fitted maximal effect; on the % scale 0 is the no-effect control and ±100 the full control effect; nearly all actives have a fitted effect of over 55% in size
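ATXN2-luciferase reporter cells (luciferase flanked by upstream and downstream ATXN2 gene portions) were treated 24 h at 37 °C with compounds at up to 57 uM. SteadyGlo luminescence gave expression; GF-AFC fluorescence gave viability.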
HepG2 tox – HepG2 cytotoxicity, counter-screen for TGF-b inhibitors; AID 588856; 410,000 tested, 0.76% active; Potency, µM (series often up to 46.1 µM), without a hit: top-dose activity change, negative = cytotoxicity, most hits filed as cytotoxic; HepG2 CAGA-GFP viability, ATP luminescence, 18 h; further: potency means the concentration at half of the fitted maximal effect; some results filed as inactive show a strong effect at the top dose
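CellTiter-Glo luminescence gave cytotoxicity after 18 hours at 37 degrees C. The cells were HepG2 CAGA-GFP in 1% FBS DMEM, stimulated with 500 pg/mL TGF-beta after compound addition. %Activity was normalised to no-cell wells (complete cell-killing) and DMSO (no toxicity), and curves were fitted and classified.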
Nrf2 inh – blocks Nrf2 signaling; A549 ARE-Fluc reporter, luciferase luminescence, 18-24 h; Potency, µM (highest dose often 46 µM), for inactives: top-dose activity change, negative = inhibition, most hits filed as inhibitors; 360,000 tested, 2.1% active; AID 504444; further: potency means the concentration at half of the fitted maximal effect; on the % scale 0 is the no-effect control and ±100 the full control effect; nearly all actives have a fitted effect of over 60% in size
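Cells were seeded and rested 2 h, then exposed to compounds for 18-24 h. CellTiter-Fluor was read first as a viability measure. BugLite was added 15 min before the final luminescent read of ARE-luciferase activity in A549 cells.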
A549 viability – counter-screen for Nrf2 inhibitors: cytotoxicity in A549 cells; A549 ARE-Fluc cells, CellTiter-Fluor viability, 18-24 h; Potency, µM (titrated, usually from 46 µM), for inactives: at the highest dose activity change, negative = cytotoxicity, most hits filed as inhibitors; 390,000 tested, 0.16% active; AID 504648; further: potency means the concentration at half of the fitted maximal effect; on the % scale 0 is the no-effect control and ±100 the full control effect
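A549 ARE-Fluc cells in 5% FBS OPTI-MEM, 5000 cells/well, rested 2 h then exposed to compounds in concentration-response for 18-24 h at 37 °C. Viability by CellTiter-Fluor fluorescence (Ex 405/Em 525) after 30 min; luciferase luminescence (BugLite, 15 min, RT) read afterwards.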
TGFb SMAD3 inh – inhibitors of TGF-b signaling; 410,000 tested, 1.2% active; Potency, µM (top dose mostly 46.1 µM), inactives show top-dose activity, negative = inhibition, most hits filed as inhibitors; HepG2 CAGA-GFP TGF-b/SMAD3 reporter, GFP fluorescence, 18 h; TGF-beta stimulated, 500 pg/mL final; AID 588855; further: potency means the concentration at half of the fitted maximal effect; on the % scale 0 is the no-effect control and ±100 the full control effect; nearly all actives have a fitted effect of over 65% in size
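TGF-beta reporter screen: HEPG2 CAGA-GFP, 1% FBS, 500 pg/mL TGF-beta final, 18 h; per-cell GFP summed per well; curves fitted and categorized by class.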
MCF10A rerep – induces DNA re-replication in MCF 10a normal breast cells | MCF 10A DNA re-replication, Hoechst nuclear intensity, 48 h | Potency, µM (top dose mostly 46.1 µM), for inactives: at the highest dose activity, positive = re-replication, most hits filed as activators | 350,000 tested, 2.9% active; further: potency means the concentration at half of the fitted maximal effect; % of control where 0% means no effect; nearly all actives have a fitted effect of over 50% in size
S2 tox – reduces viability in counter-screen for ATXN expression inhibitors. S2 cells (HEK-293 line with an ATXN2-luciferase reporter) viability, CellTiter-Fluor protease fluorescence, 24 h. Potency, µM (top dose mostly 56.7 µM), hits mostly cytotoxic. 400,000 tested, 0.49% active. AID 651635; further: potency means the concentration at half of the fitted maximal effect; nearly all actives have a fitted effect of over 40% in size
Numbers without * were called inactive; i = inactive; ? = inconclusive; . = no result given; & = joins results of further samples; [ ] = another dose, or the depositor's remark. Unless noted, the call rests on the fitted dose curve; in most records, active means well fitted curve in the direction sought with a large enough effect; inconclusive means small, poorly fitted or top-dose-only effect, or another doubt; inactive means no such curve, though single readings can be large; an effect the other way counts as inactive or inconclusive. No enrichment for hits. About 8.8% of those tested had a hit in this group.

1) Cc1noc(C)c1COC(=O)c1csc2c1CCC(C)C2 (stereo unspecified)
2) CC(CC(=O)Nc1nncs1)c1ccccc1 (stereo unspecified)
3) Cc1ccc2c(c1)N(Cc1cccc(F)c1)C(=O)C(C)O2 (stereo unspecified)
4) COc1ccccc1C1CCN(Cc2cccc(C(=O)N3CCC(O)CC3)c2)CC1
5) COC(=O)CN(C#N)c1nc(OC)nc(N(C)C)n1
6) COc1ccc(S(=O)(=O)N2CCCCC2)cc1NC(=O)CN1CCN(C(C)=O)CC1
7) Oc1ccc(/C=N/NC(=S)Nc2cccnc2)c(O)c1
8) Cc1c(Cl)cccc1-n1ncc(C(=O)N2CCc3ccccc3C2)c1C1CCN(C(=O)OC(C)(C)C)CC1

Compound	1	2	3	4	5	6	7	8
MCF10A rerep	?	-1%	9%	13%	-2%	6%	?	.
Nrf2 ARE act	2.3%	-0.6%	0.5%	2.3%	-0.2%	3.3%	-0.4%	0.5%
IL1B secr inh	50	11	20	10	-2	12	-65*	.
HepG2 tox	3%	7%	-12%	-6%	-4%	13%	-13%	-4%
A549 viability	13%	-4%	4%	5%	-4%	2%	-3%	-17%
ATXN2 expr inh	-2%	-5%	.	.	-15%	11%	?	2%
Nrf2 inh	1%	?	11%	0%	4%	-5%	?	?
TGFb SMAD3 inh	8%	6%	-5%	-1%	0%	22%	?	-17%
S2 tox	i	i	?	i	i	i	i	i

9) COc1ccc(NC(=O)CCCN2C(=O)C(c3ccccc3)Oc3cccnc32)cc1OC (stereo unspecified)
10) O=C1NCCN(Cc2cccc(Oc3ccccc3)c2)C1CC(=O)N1CCCCO1 (stereo unspecified)
11) C/C(=N\NC(=O)C(NC(=O)c1ccccc1)C(C)C)c1ccccc1 (stereo unspecified)
12) CCOCCCNC(=O)C1CCN(Cc2ccc(OCc3ccccc3)c(OC)c2)CC1
13) CC(=O)c1ccc(N=C2SCCCN2C(=O)C2CCCCC2)cc1
14) O=C(NCc1ccc2c(c1)OCO2)c1cccc(C(=O)NCc2ccc3c(c2)OCO3)c1
15) CCOC(=O)N1CCN(c2cc(N3CCOCC3)c(F)cc2[N+](=O)[O-])CC1
16) CCCOc1ccc(C(=O)Nc2sc3c(c2C(=O)OCC)CCCCC3)cc1

Compound	9	10	11	12	13	14	15	16
MCF10A rerep	3%	16%	2%	-5%	-2%	5%	-2%	.
Nrf2 ARE act	-0.2%&3.3%	0.4%	2.7%	3.2%	1.8%	3.6%	-0.1%	5.0%
IL1B secr inh	?	-1	1	-22	39	-17	-14	.
HepG2 tox	-18%&8%	-4%	10%	-19%	-2%	-25%	0%	-15%
A549 viability	-6%&0%	3%	0%	-13%	1%	-7%	-17%	1%
ATXN2 expr inh	-15%&-15%	-16%	6%	10%	-1%	-20%	-12%	14%
Nrf2 inh	?	-13%	.	7%	7%	?	-20%	?
TGFb SMAD3 inh	8%&-3%	-5%	-2%	0%	5%	?	-7%	3%
S2 tox	?	i	i	i	i	i	i	i

17) C/C(CC(=O)NCc1ccco1)=N\NC(=O)Cc1ccc(-c2ccccc2)cc1
18) O=[N+]([O-])c1ccc(N2CCN(Cc3ccc([N+](=O)[O-])o3)CC2)cc1
19) CCc1cn([C@H]2C[C@H](O)[C@@H](CO)O2)c(=O)[nH]c1=O
20) COc1ccc(CC(=O)N2CCc3cc(OC)c(OC)cc3C2)cc1
21) COc1ccc(C2(C(=O)N3CCC(n4nc(-c5ccccc5)oc4=O)CC3)CC2)cc1
22) COc1ccc(S(=O)(=O)N2CCCCCC2)cc1C(=O)N(C)CC(=O)Nc1ccccc1Br
23) Cc1cc(C)n(-c2nc3ccccc3s2)n1
24) O=C(CCn1cccn1)Nc1ccc2c(c1)OCCO2

Compound	17	18	19	20	21	22	23	24
MCF10A rerep	2%	-1%	4%&-34%	1%	5%	1%	-11%	3%
Nrf2 ARE act	-0.3%	16%	-0.1%	0.1%	-0.3%	0.5%	11%	-0.3%
IL1B secr inh	-5	10	12	5	9	-23	0	-11
HepG2 tox	-65%	-7%	-4%	-2%	0%	-2%	2%	2%
A549 viability	0%	-22%	1%	4%	0%	-1%	7%	0%
ATXN2 expr inh	-22%	-5%	-1%	-19%	-8%	-5%	34%	.
Nrf2 inh	-18%	-29%	-1%	-20%	11%	-1%	?	?
TGFb SMAD3 inh	11%	-7%	0%	0%	0%	23%	12%	15%
S2 tox	.	?	i	i	i	i	i	i

Gathered by group: the compounds so far containing a halogen (4)
3) Cc1ccc2c(c1)N(Cc1cccc(F)c1)C(=O)C(C)O2 (stereo unspecified)
8) Cc1c(Cl)cccc1-n1ncc(C(=O)N2CCc3ccccc3C2)c1C1CCN(C(=O)OC(C)(C)C)CC1
15) CCOC(=O)N1CCN(c2cc(N3CCOCC3)c(F)cc2[N+](=O)[O-])CC1
22) COc1ccc(S(=O)(=O)N2CCCCCC2)cc1C(=O)N(C)CC(=O)Nc1ccccc1Br

Compound	3	8	15	22
MCF10A rerep	9%	.	-2%	1%
Nrf2 ARE act	0.5%	0.5%	-0.1%	0.5%
IL1B secr inh	20	.	-14	-23
HepG2 tox	-12%	-4%	0%	-2%
A549 viability	4%	-17%	-17%	-1%
ATXN2 expr inh	.	2%	-12%	-5%
Nrf2 inh	11%	?	-20%	-1%
TGFb SMAD3 inh	-5%	-17%	-7%	23%
S2 tox	?	i	i	i

New compounds follow
25) Cc1cc(C(=O)Nc2cccc(C)c2C)c2ccccc2n1
26) Cc1cccc(NC(=S)NNC(=S)NCc2ccccc2)c1
27) CCOC(=O)C1=NOC2(C1)C(=O)Nc1c(Cl)cccc12 (stereo unspecified)
28) CN(C(=O)COC(=O)CNC(=O)c1sc2ccccc2c1Cl)C1CCS(=O)(=O)C1 (stereo unspecified)
29) COc1ccc(CN2C(=O)C(CC(=O)NC3CC3)CC(C(=O)N(C)C)=C2C)cc1 (stereo unspecified)
30) O=C(NC(=S)Nc1sc2c(c1C(=O)O)CCCC2)c1ccccc1
31) Cn1c(SCC(=O)O)nnc1-c1cccc(NC(=O)c2cccc3ccccc23)c1
32) CCOC(=O)c1cccc(NC(=O)CC2C(=O)N(c3ccc(C)cc3)C(=O)N2Cc2cccc(OC)c2)c1 (stereo unspecified)

Compound	25	26	27	28	29	30	31	32
MCF10A rerep	-2%	14%	.	5%	.	?	2%	.
Nrf2 ARE act	-1.0%	0.6%	-0.2%	5.5%	-0.4%	10.0%	0.1%	5.0%
IL1B secr inh	-10	1	-18	-10	6	25	0	.
HepG2 tox	-7%	-1%	.	1%	-5%	-5%	-3%	-34%
A549 viability	0%	-6%	.	2%	.	-10%	-2%	4%
ATXN2 expr inh	.	14%	5%	7%	-1%	34%[activator]	0%	.
Nrf2 inh	?	?	.	3%	.	6%	-17%	?
TGFb SMAD3 inh	2%	-4%	.	3%	15%	6%	-7%	?
S2 tox	i	?	i	i	i	i	i	.

33) CSc1nnc(Nc2ccccc2C)s1
34) CCN(CC)S(=O)(=O)c1cccc(C(=O)OCC(=O)NCCN2C(=O)CSC2=O)c1
35) CN(C)CCCn1c(=O)n(C2CCCCC2)c(=O)c2c3c(sc21)CCCCC3
36) CC1CC(C)(C)NC(=S)N1CCC(=O)N1c2ccccc2CC1C (stereo unspecified)
37) CCOc1ccccc1C(=O)OCC(=O)Nc1cc(Cl)ccc1Oc1ccccc1
38) COc1cc(NC(=O)c2ccccc2)ccc1NC(=O)Cc1ccccc1
39) CC(C)C(NC(=O)OC(C)(C)C)C(=O)NC(CCC(=O)OCc1ccccc1)C(N)=O (stereo unspecified)
40) Cc1ccc(-c2nn(C)c(=O)c3ccccc23)cc1CNC(=O)CSc1nc2ccccc2o1

Compound	33	34	35	36	37	38	39	40
MCF10A rerep	2%	-2%	-3%	?	-5%	4%	1%	?
Nrf2 ARE act	0.6%	-0.6%	-0.1%	-0.2%	-0.6%	-0.3%	-0.9%	-0.7%
IL1B secr inh	21	10	?	-7	0	-19	21	-13
HepG2 tox	0%	2%	-2%	-22%	12%	0%	-8%	17%
A549 viability	-2%	0%	-1%	10%	14%	-3%	1%	-1%
ATXN2 expr inh	-20%	-18%	-10%	3%	3%	-14%	-8%[11.3 µM]	-24%
Nrf2 inh	13%	0%	1%	3%	-6%	-19%	-10%	1%
TGFb SMAD3 inh	7%	-1%	-1%	-11%	2%	-1%	-12%	1%
S2 tox	i	i	i	i	i	i	i	?

41) COc1ccc(C(=O)NC2CCCCCC2)cc1OC1CCN(C(C)=O)CC1
42) COc1ccccc1C(=O)Nc1ccc(-c2cc(C(F)(F)F)nn2-c2ccccc2)cc1
43) O=[N+]([O-])c1ccccc1/C=C\C=N\N1CCN(c2ccccc2)CC1
44) Oc1ccccc1/C=N/n1c(-c2cccs2)n[nH]c1=S
45) O=C(Nc1ccccc1)c1ccccc1N=Cc1ccccc1O
46) O=C(CN(Cc1ccccc1)S(=O)(=O)c1ccccc1)N/N=C/c1ccc2c(c1)OCO2
47) CCc1ncc(C(O)c2cccc(OC)c2OC)n1C (stereo unspecified)
48) O=C(NC1CCCCC1)Oc1cccc2ccccc12
49) COc1ccc([C@H]2CC(=O)C=C(c3ccc(CO)cc3)C2)cc1

Compound	41	42	43	44	45	46	47	48	49
MCF10A rerep	1%	.	-3%	9%	11%	-4%	1%	1%	1%
Nrf2 ARE act	0.2%	-0.2%	4.9%	12%	-0.7%	-0.8%	-0.5%	0.6%	3.4%
IL1B secr inh	3	.	-53*	16	-6	?	-8	-2	?
HepG2 tox	8%	-18%	-30%	-17%	7%	-10%	-17%	-10%	12%
A549 viability	4%	4%	-9%	0%	-1%	?	-22%	13%	-2%
ATXN2 expr inh	3%	.	-15%	0%	17%	-12%	5%	0%	22%
Nrf2 inh	-2%	?	10%	9%	20%	?	-11%	1%	19%
TGFb SMAD3 inh	-3%	-26%	2%	17%	-26%	?	12%	-2%	-15%
S2 tox	i	.	i	i	i	i	i	i	i
